NSD2 inh: inhibitors of human NSD2, primary screen, biochemical, plate reader, single point; NSD2-SET H3K36me1 DELFIA fluorescence; inhibition, % at 12.5 µM; 44,000 tested, 0.07% active; AID 624260, 2012; Histone-lysine N-methyltransferase NSD2 (Homo sapiens), O96028; in the data active means inhibition above about 54%, passing the limit was not always enough; inconclusive means no clear call, values can overlap the other calls;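 further: inhibitors reduce the monomethyl H3K36 fluorescence signal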
Target sequence (O96028 whole entry, looked up): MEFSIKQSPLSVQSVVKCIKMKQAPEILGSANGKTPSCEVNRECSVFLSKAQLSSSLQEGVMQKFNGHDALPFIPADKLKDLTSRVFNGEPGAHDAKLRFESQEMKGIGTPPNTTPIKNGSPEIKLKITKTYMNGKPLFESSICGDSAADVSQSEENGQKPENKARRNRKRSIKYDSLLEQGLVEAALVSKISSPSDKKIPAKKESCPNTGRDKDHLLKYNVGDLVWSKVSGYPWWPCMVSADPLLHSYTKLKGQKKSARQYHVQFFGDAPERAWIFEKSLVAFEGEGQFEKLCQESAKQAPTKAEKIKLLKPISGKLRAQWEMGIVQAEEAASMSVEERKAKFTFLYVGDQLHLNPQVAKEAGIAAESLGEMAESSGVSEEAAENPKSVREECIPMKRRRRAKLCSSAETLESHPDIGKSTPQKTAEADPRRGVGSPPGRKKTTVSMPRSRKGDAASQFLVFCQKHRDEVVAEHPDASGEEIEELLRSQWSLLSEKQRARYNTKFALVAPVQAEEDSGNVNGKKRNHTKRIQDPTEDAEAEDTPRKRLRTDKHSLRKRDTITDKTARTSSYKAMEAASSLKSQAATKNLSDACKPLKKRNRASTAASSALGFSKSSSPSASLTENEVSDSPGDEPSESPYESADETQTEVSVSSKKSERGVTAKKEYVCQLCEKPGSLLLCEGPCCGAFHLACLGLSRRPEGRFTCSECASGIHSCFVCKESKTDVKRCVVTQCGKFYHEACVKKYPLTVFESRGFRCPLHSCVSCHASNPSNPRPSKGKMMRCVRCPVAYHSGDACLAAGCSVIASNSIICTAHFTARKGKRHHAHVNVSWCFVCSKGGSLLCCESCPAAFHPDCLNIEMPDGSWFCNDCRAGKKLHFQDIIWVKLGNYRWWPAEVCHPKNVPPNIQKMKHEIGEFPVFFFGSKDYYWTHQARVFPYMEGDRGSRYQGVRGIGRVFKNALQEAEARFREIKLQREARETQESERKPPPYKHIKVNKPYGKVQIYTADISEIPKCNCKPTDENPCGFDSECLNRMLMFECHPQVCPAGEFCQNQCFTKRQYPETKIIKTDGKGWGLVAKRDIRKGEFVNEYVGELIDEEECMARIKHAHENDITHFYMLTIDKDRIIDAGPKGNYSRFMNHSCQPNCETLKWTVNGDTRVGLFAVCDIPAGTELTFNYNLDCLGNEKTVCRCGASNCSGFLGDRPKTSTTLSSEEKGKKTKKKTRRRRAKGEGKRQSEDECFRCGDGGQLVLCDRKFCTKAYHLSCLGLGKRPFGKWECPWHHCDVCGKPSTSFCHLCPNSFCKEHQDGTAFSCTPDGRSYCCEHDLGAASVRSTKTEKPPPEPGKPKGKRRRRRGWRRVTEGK
Active calls of the source: *; i = inactive; ? = inconclusive. Not all compounds are listed. The share of hits here may be higher or lower than overall.

SMILES	NSD2 inh
C[C@@H]1CN([C@H](C)CO)C(=O)c2cc(NC(=O)Nc3ccc(F)cc3)ccc2O[C@@H]1CN(C)C(=O)Nc1ccc(C(F)(F)F)cc1	-11
C[C@H](CO)N1C[C@H](C)[C@H](CN(C)CC2CC2)Oc2ccc(NS(=O)(=O)c3ccccc3)cc2CC1=O	6
O=C1C=CC(O)(/C=C/C(=O)OC[C@H]2O[C@@H](Oc3ccc(O)cc3)[C@H](O)[C@@H](OC(=O)/C=C/C3(O)C=CC(=O)C=C3)[C@@H]2O)C=C1	16
CCCNC(=O)N(C)C[C@H]1Oc2cc(C#CC3CC3)ccc2S(=O)(=O)N([C@H](C)CO)C[C@@H]1C	-1
COCCCNC(=O)[C@]1(CCS(=O)(=O)c2ccccc2)N=C(c2ccc(OCCCO)cc2)O[C@@H]1c1ccccc1	-1
COc1ccc(CN(C)C[C@@H]2Oc3ccc(NC(=O)C4CC4)cc3CC(=O)N([C@H](C)CO)C[C@H]2C)cc1	-3
COc1ccc(NC(=O)N(C)C[C@@H]2Oc3ccc(NS(=O)(=O)c4cccs4)cc3C(=O)N([C@H](C)CO)C[C@H]2C)cc1	-2
COc1cccc(NC(=O)N(C)C[C@H]2Oc3cc(C#Cc4ccncc4)ccc3S(=O)(=O)N([C@H](C)CO)C[C@H]2C)c1	0
O=C1N(CCS(=O)(=O)c2ccccc2)Cc2ccccc2C[C@@]12COC(c1ccc(OCCCO)cc1)=N2	-5
COc1ccc(S(=O)(=O)N(C)C[C@@H]2Oc3ncc(C#Cc4ccccc4)cc3C(=O)N([C@H](C)CO)C[C@@H]2C)cc1	-2

Part of the list above in order of molar mass, falling.
SMILES	NSD2 inh
C[C@@H]1CN([C@H](C)CO)C(=O)c2cc(NC(=O)Nc3ccc(F)cc3)ccc2O[C@@H]1CN(C)C(=O)Nc1ccc(C(F)(F)F)cc1	-11
COCCCNC(=O)[C@]1(CCS(=O)(=O)c2ccccc2)N=C(c2ccc(OCCCO)cc2)O[C@@H]1c1ccccc1	-1
COc1cccc(NC(=O)N(C)C[C@H]2Oc3cc(C#Cc4ccncc4)ccc3S(=O)(=O)N([C@H](C)CO)C[C@H]2C)c1	0
O=C1N(CCS(=O)(=O)c2ccccc2)Cc2ccccc2C[C@@]12COC(c1ccc(OCCCO)cc1)=N2	-5
COc1ccc(CN(C)C[C@@H]2Oc3ccc(NC(=O)C4CC4)cc3CC(=O)N([C@H](C)CO)C[C@H]2C)cc1	-3

The main list resumes, repeating the 3 entries before the break.
SMILES	NSD2 inh
COc1cccc(NC(=O)N(C)C[C@H]2Oc3cc(C#Cc4ccncc4)ccc3S(=O)(=O)N([C@H](C)CO)C[C@H]2C)c1	0
O=C1N(CCS(=O)(=O)c2ccccc2)Cc2ccccc2C[C@@]12COC(c1ccc(OCCCO)cc1)=N2	-5
COc1ccc(S(=O)(=O)N(C)C[C@@H]2Oc3ncc(C#Cc4ccccc4)cc3C(=O)N([C@H](C)CO)C[C@@H]2C)cc1	-2
C[C@@H]1CN([C@@H](C)CO)C(=O)c2cccc(N(C)C)c2O[C@H]1CN(C)Cc1ccc(C(=O)O)cc1	-1
C[C@@H]1CN([C@H](C)CO)C(=O)c2cc(NS(=O)(=O)c3ccc(Cl)cc3)ccc2O[C@@H](C)CCCCO[C@H]1CN(C)C(=O)Nc1ccc2c(c1)OCO2	-2
COCC(=O)N(C)C[C@@H]1Oc2cc(-c3ccc(C)cc3)ccc2S(=O)(=O)N([C@H](C)CO)C[C@H]1C	1
C[C@@H]1CN([C@@H](C)CO)C(=O)Cc2cc(NC(=O)CCCCCC(=O)Nc3ccccc3N)ccc2O[C@H]1CN(C)Cc1ccc2c(c1)OCO2	-13
CCCN(C)C[C@H]1Oc2cc(C#CCOC)ccc2S(=O)(=O)N([C@H](C)CO)C[C@H]1C	-4
C[C@H]1CN([C@@H](C)CO)C(=O)Cc2cc(NC(=O)Cc3ccccc3)ccc2O[C@H]1CN(C)Cc1ccc(-c2ccccc2)cc1	2
C[C@@H]1CN([C@@H](C)CO)C(=O)c2cc(/C=C/c3ccccc3)cnc2O[C@H]1CN(C)Cc1cccnc1	-49
C[C@@H]1CN([C@@H](C)CO)C(=O)Cc2cc(NC(=O)Cn3cnnn3)ccc2O[C@@H]1CN(C)S(=O)(=O)c1cccs1	-1
C[C@@H]1CCCCO[C@H](CN(C)Cc2ccc(C(=O)O)cc2)[C@H](C)CN([C@H](C)CO)C(=O)c2cc(NS(=O)(=O)c3ccccc3)ccc2O1	8
C[C@@H]1CN([C@H](C)CO)C(=O)c2cc(NS(=O)(=O)c3ccccc3)ccc2O[C@@H]1CN(C)Cc1ccccc1	0
COc1ccc(NC(=O)N(C)C[C@@H]2Oc3ccc(NS(=O)(=O)c4cn(C)cn4)cc3C(=O)N([C@@H](C)CO)C[C@@H]2C)cc1	3
C[C@H](CO)N1C[C@H](C)[C@H](CN(C)C(=O)C2CC2)OCc2ccccc2-c2ccccc2C1=O	3
Cc1ccc(S(=O)(=O)Nc2cccc3c2O[C@H](CN(C)CC2CCCCC2)[C@@H](C)CN([C@@H](C)CO)C3=O)cc1	-1
COc1cccc(-c2cnc3c(c2)C(=O)N([C@H](C)CO)C[C@@H](C)[C@@H](CN(C)C(C)=O)O3)c1	-2
C[C@@H]1CN([C@@H](C)CO)C(=O)c2cccc(NC(=O)Nc3ccc(C(F)(F)F)cc3)c2O[C@@H]1CN(C)Cc1ccc(C(=O)O)cc1	-2
C[C@H](CO)N1C[C@H](C)[C@@H](CN(C)C(=O)CCCN(C)C)OCCCC[C@H](C)Oc2ccc(NC(=O)Nc3cccc4ccccc34)cc2C1=O	3
Cc1ccc(S(=O)(=O)N(C)C[C@H]2Oc3ccc(NC(=O)CCCN(C)C)cc3CC(=O)N([C@H](C)CO)C[C@@H]2C)cc1	1
C[C@@H]1CN([C@@H](C)CO)C(=O)c2cc(NC(=O)C3CCCCC3)ccc2O[C@@H](C)CCCCO[C@@H]1CN(C)Cc1ccc(C(=O)O)cc1	5
C[C@H]1CN([C@@H](C)CO)C(=O)Cc2cc(NC(=O)NC3CCCCC3)ccc2O[C@H]1CN(C)Cc1ccc2c(c1)OCO2	-1
C[C@H]1CN([C@@H](C)CO)C(=O)c2cc(NC(=O)CCCCCC(=O)Nc3ccccc3N)ccc2O[C@@H]1CN(C)S(=O)(=O)c1ccc(Cl)cc1	-6
CC1(C)OC(=O)C=C[C@@]2(C)C1C[C@@H](O)[C@]1(C)C2CC[C@@]2(C)[C@H](c3ccoc3)OC(=O)C3OC321 (some centres not stated)	5
C[C@H]1CN([C@@H](C)CO)C(=O)c2cc(NC(=O)Cc3cn(C)c4ccccc34)ccc2O[C@@H]1CN(C)S(=O)(=O)c1cn(C)cn1	3
C[C@@H]1CCCCO[C@@H](CN(C)C(=O)c2ccncc2)[C@@H](C)CN([C@H](C)CO)C(=O)c2cc(NS(C)(=O)=O)ccc2O1	-1
COc1ccc(S(=O)(=O)Nc2ccc3c(c2)C(=O)N([C@@H](C)CO)C[C@@H](C)[C@@H](CN(C)S(=O)(=O)c2ccc(Cl)cc2)OCCCC[C@@H](C)O3)cc1	-2
C[C@@H]1CCCCO[C@@H](CN(C)C(=O)C2CCCCC2)[C@@H](C)CN([C@H](C)CO)C(=O)c2cc(NC(=O)C3CCCCC3)ccc2O1	i
C[C@H](CO)N1C[C@H](C)[C@@H](CN(C)Cc2ccncc2)Oc2ccc(NC(=O)Nc3cccc4ccccc34)cc2C1=O	-1
COc1ccc(NC(=O)N(C)C[C@H]2Oc3c(NC(=O)c4cc(C)nn4C)cccc3C(=O)N([C@@H](C)CO)C[C@H]2C)cc1	i
C[C@@H]1CN([C@H](C)CO)C(=O)c2cc(NC(=O)c3ccncc3)ccc2O[C@@H](C)CCCCO[C@@H]1CN(C)Cc1ccc(C(=O)O)cc1	0
C[C@@H]1CN([C@H](C)CO)C(=O)Cc2cc(NS(=O)(=O)c3ccccc3)ccc2O[C@H]1CN(C)Cc1ccncc1	-5
CCS(=O)(=O)N[C@H]1CC[C@H](CC(=O)N2CCCCC2)O[C@H]1CO	5
O=C(O)c1ccccc1Nc1cccc(C(F)(F)F)c1	-9
C[C@@H]1CN([C@H](C)CO)C(=O)c2cc(NC(=O)NC3CCCCC3)ccc2O[C@@H]1CN(C)Cc1ccc(Oc2ccccc2)cc1	0
C[C@@H]1CCCCO[C@@H](CN(C)C(=O)c2ccccc2)[C@@H](C)CN([C@H](C)CO)C(=O)c2cc(NS(C)(=O)=O)ccc2O1	0
C[C@@H]1CN([C@@H](C)CO)C(=O)Cc2cc(NS(C)(=O)=O)ccc2O[C@H]1CN(C)Cc1ccc(C(=O)Nc2ccccc2N)cc1	-2
CNC[C@H]1OCCCC[C@@H](C)Oc2ccc(NC(=O)NC(C)C)cc2C(=O)N([C@@H](C)CO)C[C@@H]1C	3
C[C@@H]1CN([C@H](C)CO)C(=O)c2cc(NC(=O)Nc3cccc4ccccc34)ccc2O[C@@H](C)CCCCO[C@H]1CN(C)Cc1ccc(C(F)(F)F)cc1	2
C[C@@H]1CN([C@@H](C)CO)C(=O)c2cc(-c3ccc(C#N)cc3)cnc2O[C@H]1CN(C)Cc1ccncc1	3
O=C(C[C@@H]1C=C[C@@H](NC(=O)c2cccc(F)c2)[C@H](CO)O1)Nc1nccs1	-2
CC(C)NC(=O)N(C)C[C@@H]1Oc2ccc(NC(=O)Nc3ccc(C(F)(F)F)cc3)cc2CC(=O)N([C@@H](C)CO)C[C@@H]1C	0
C[C@H](CO)N1C[C@H](C)[C@@H](CN(C)CC2CCCCC2)Oc2ccc(NS(=O)(=O)c3cn(C)cn3)cc2CC1=O	4
C[C@@H]1CCCCO[C@@H](CN(C)C(=O)CCC(F)(F)F)[C@@H](C)CN([C@@H](C)CO)C(=O)c2cc(N(C)C)ccc2O1	6
CNC[C@@H]1Oc2c(N)cccc2C(=O)N([C@@H](C)CO)C[C@@H]1C	?
COc1ccc(NC(=O)Nc2ccc3c(c2)C(=O)N([C@@H](C)CO)C[C@@H](C)[C@H](CN(C)C(=O)Nc2c(C)noc2C)OCCCC[C@@H](C)O3)cc1	-1
CSc1nn(C)c2cnn(C)c(=O)c12	-7
C[C@@H]1CCCCO[C@H](CN(C)S(=O)(=O)c2cccs2)[C@H](C)CN([C@H](C)CO)C(=O)c2cc(NC(=O)CCC(F)(F)F)ccc2O1	-3
C[C@H](CO)N1C[C@H](C)[C@H](CN(C)C(=O)NC2CCCCC2)Oc2ccc(NC(=O)Cc3ccccc3)cc2CC1=O	-4
Cc1noc(C)c1S(=O)(=O)N(C)C[C@@H]1Oc2c(NC(=O)c3ccc(-c4nccs4)cc3)cccc2C(=O)N([C@@H](C)CO)C[C@@H]1C	-6
C[C@H](CO)N1C[C@H](C)[C@@H](CN(C)C(=O)Nc2ccc(C(F)(F)F)cc2)Oc2ccc(NC(=O)Nc3ccc(C(F)(F)F)cc3)cc2CC1=O	-5
C[C@H]1CCCCO[C@@H](CN(C)Cc2ccc(C(=O)O)cc2)[C@@H](C)CN([C@@H](C)CO)C(=O)c2cc(NS(=O)(=O)c3ccc(F)cc3)ccc2O1	-1
CC(C)NC(=O)Nc1ccc2c(c1)C(=O)N([C@@H](C)CO)C[C@H](C)[C@H](CN(C)Cc1ccncc1)OCCCC[C@H](C)O2	-2

More compounds follow:
SMILES	NSD2 inh
C[C@@H]1CN([C@@H](C)CO)C(=O)c2cc(N(C)C)ccc2O[C@@H]1CN(C)S(=O)(=O)c1cccs1	2
CC(C)CC#Cc1ccc2c(c1)O[C@H](CN(C)CC1CCOCC1)[C@@H](C)CN([C@@H](C)CO)S2(=O)=O	11
C[C@@H]1CN([C@H](C)CO)S(=O)(=O)c2ccc(/C=C/c3ccccc3)cc2O[C@@H]1CN(C)C(=O)c1ccncc1	3
O=C(C[C@H]1C[C@@H]2c3cc(NC(=O)C4CCOCC4)ccc3O[C@@H]2[C@@H](CO)O1)NCc1ccccc1F	-3
C/C=C/c1ccc2c(c1)O[C@@H](CN(C)C(=O)CC1CC1)[C@@H](C)CN([C@H](C)CO)S2(=O)=O	5
Cc1noc(C)c1NC(=O)N(C)C[C@@H]1OCCCC[C@H](C)Oc2ccc(NC(=O)Nc3cccc4ccccc34)cc2C(=O)N([C@H](C)CO)C[C@@H]1C	0
CC(=O)N(C)C[C@H]1Oc2ncc(C#CCc3ccccc3)cc2C(=O)N([C@@H](C)CO)C[C@@H]1C	5
C[C@@H]1CN([C@@H](C)CO)C(=O)c2cc(/C=C/c3ccccc3)cnc2O[C@@H]1CN(C)S(C)(=O)=O	3
C[C@@H]1CCCCO[C@H](CN(C)C(=O)Nc2cccc3ccccc23)[C@@H](C)CN([C@H](C)CO)C(=O)c2cc(NC(=O)CCCCCC(=O)Nc3ccccc3N)ccc2O1	-4
COc1ccc(CN(C)C[C@@H]2OCc3cn(nn3)CCCC(=O)N([C@@H](C)CO)C[C@H]2C)cc1	-1
CCN1/C(=C2\C(=O)N=C(C)N2c2ccccc2)C=Cc2ccc(C)cc21	17
CNC[C@H]1OCCCC[C@H](C)Oc2ccc(NS(=O)(=O)c3ccc(F)cc3)cc2C(=O)N([C@@H](C)CO)C[C@@H]1C	0
C[C@@H]1CN([C@H](C)CO)C(=O)c2cc(NS(=O)(=O)c3ccc(F)cc3)ccc2O[C@@H](C)CCCCO[C@H]1CN(C)S(=O)(=O)c1ccc(F)cc1	4
C[C@H]1CN([C@@H](C)CO)C(=O)c2cc(NC(=O)CCC(F)(F)F)ccc2O[C@H]1CN(C)CC1CCCCC1	2
CNC[C@@H]1OCCCC[C@H](C)Oc2ccc(NC(=O)Cc3ccccc3)cc2C(=O)N([C@H](C)CO)C[C@@H]1C	3
C[C@@H]1CN([C@H](C)CO)C(=O)c2cccc(NC(=O)c3ccncc3)c2O[C@H]1CN(C)S(=O)(=O)c1ccc(F)cc1	3
COc1ccc(/C=C/C(=O)O[C@]2(C)CCC3C(C(=O)O)=CO[C@@H](O[C@@H]4O[C@H](CO)[C@@H](O)[C@H](O)[C@H]4O)[C@@H]32)cc1 (some centres not stated)	1
